Growth percent in the NCI-60 one-dose screen (48 h, 10 µM unless noted): 100 = growth as untreated, 0 = no growth, -100 = all killed.
NCI-H226: NCI-H226 lung cancer. 79,000 tested, 3.5% active. AID 1794732
NCI-H322M: NCI-H322M lung cancer | 80,000 tested, 2.7% active | AID 1794733
NCI-H522: NCI-H522 lung cancer; 78,000 tested, 8% active; AID 1794739
COLO 205: COLO 205 colon cancer; 79,000 tested, 7.3% active; AID 1794742
NCI/ADR-RES: NCI/ADR-RES ovarian cells | AID 1794790 | 81,000 tested, 4.4% active
IGROV1: IGROV1 ovarian cancer; 79,000 tested, 4.7% active; AID 1794786
NCI-H23: NCI-H23 lung cancer; 80,000 tested, 4% active; AID 1794731
SK-OV-3: SK-OV-3 ovarian cancer cells; 80,000 tested, 3.2% active
NCI-H460: NCI-H460 lung cancer; 82,000 tested, 6.8% active
The depositor's hits bear a star; . = not tested or not shown; & = joins results of further samples. The calls were made as follows: active = growth percent below 10; inactive = the rest.

SMILES,NCI-H226,NCI-H322M,NCI-H522,COLO 205,NCI/ADR-RES,IGROV1,NCI-H23,SK-OV-3,NCI-H460
N#Cc1c(-c2ccc(Cl)cc2)csc1NC(=O)Nc1ccc(Cl)c(C(F)(F)F)c1,8.8*,.,-13*,-30*,8.7*,22,16,20,2.1*
CSc1nc2c(c(=O)[nH]1)C(c1ccc(Cl)cc1)C1=C(N2)/C(=C/c2ccc(Cl)cc2)CNC1 (centres undefined),79,64,79,29,74,26,69,87,37
NC(C(=O)O)C1=CCC=CC1 (centres undefined),107,103,96,103,105,128,97,104,109
Cc1nc(SCC(=O)Nc2nc(-c3ccc(Cl)cc3)cs2)n(Nc2ccccc2)c1C,60,71,47,62,20,68,12,63,53
COc1ccc(-c2ccnc3c2c(-c2ccc(Cl)cc2)nn3-c2ccccc2)cc1,98,99,98,116,107,108,100,105,96
CC(C)(C)SC(=S)SCC(=O)c1ccc(F)cc1,83,65,68,127,46,73,84,92,49
Cc1ccc2nc(C)c(C(=O)NCc3ccc(OCc4cn(Cc5ccc(Br)cc5)nn4)cc3)n2c1,68,102,80,112,88,80,80,.,95
Sc1ccc(Nc2c3ccccc3nc3ccccc23)cc1,91,75,41,39,51,89,73,79,.
CC1C(Br)C(=O)NC(=O)N1Cc1ccccc1 (centres undefined),100,98,92,108,95,99,98,112,101
Cc1ccc(S(=O)(=O)OCC2C3C=CC(C3)C2COS(=O)(=O)c2ccc(C)cc2)cc1 (centres undefined),73,111,72,116,73,112,88,87,95
CN1CCN(c2ccc(NCc3cn(-c4ccc(C(F)(F)F)cc4)nc3-c3ccc(C(=O)O)cc3)cc2C(F)(F)F)CC1,92,97,83,121,90,94,98,99,96
CCCCNC1CC[C@@]2(C)[C@@H](CC[C@@]3(C)[C@H]2C(=O)C[C@H]2/C(=C(\CCC=C(C)C)C(=O)O)[C@@H](OC(C)=O)C[C@@]23C)[C@@H]1C (some centres undefined),97,100,97,112,106,94,104,106,110
COc1ccc(/C=C2\S/C(=N\N=C(c3ccccc3)c3ccccc3)NC2=O)cc1,81,87,68,106,100,89,94,95,98
CCCCS(=O)(=O)c1ccccc1,100,118,83,118,104,113,97,106,104
OC(c1ccccc1)c1ccccc1CN1CCCNC1=S (centres undefined),110,124,129,109,114,.,107,115,106
C/C=C/[C@H](O)[C@H](O)/C=C/c1cccc(OC)c1CO,104,97,87,103,108,107,104,94,107
CC(Sc1nc2sc3c(c2c(=O)n1-c1ccc(Cl)cc1)CCCC3)C(=O)Nc1ccccc1 (centres undefined),66,96,78,116,94,98,83,79,92
CC[C@]12C=CCN3CC[C@@]4(c5cc(NC(=O)COc6cc(O)c7c(=O)cc(-c8ccccc8)oc7c6)c(OC)cc5N(C)[C@H]4[C@@](O)(C(=O)OC)[C@@H]1OC(C)=O)[C@@H]32,-70*,-52*,-50*,-81*,-50*,-78*,-93*,-86*,-58*
C=C(C)[C@@H]1CC[C@]2(C(=O)O)CC[C@]3(C)[C@H](CC[C@@H]4[C@@]5(C)C[C@@H](CC#Cc6ccc(C(C)=O)s6)[C@H](O)C(C)(C)[C@@H]5CC[C@]43C)[C@@H]12,77,41,26,60,76,89,61,28,43
CN(C)c1ccc(/C=C(\C#N)c2cc3ccccc3n2C)cc1,.,50,.,-17*,7.6*,27,35,.,5.4*
O=C(NCCO)Nc1ccc(-c2nc(N3CCOCC3)c3cccn3n2)cc1,7.0*,18,10,-7.8*,34,-26*,18,-37*,8.2*
c1ccc(-c2nn[nH]n2)c(-c2ccc(Cn3ccnc3)cc2)c1,107,124,100,116,96,93,99,100,102
O=C1C(=O)c2c(nc3ccc(C(F)(F)F)cn23)-c2ccccc21,-97*,-95*,-72*,-79*,-14*,-59*,-31*,-100*,-65*
COc1ccccc1/C=C1\CCc2ccccc2C1=O,94,91,.,110,98,97,98,100,105
Nc1[nH]nc2[nH]c(=S)nc(-c3cccs3)c12,105,96,94,104,105,106,106,93,111

The listing continues:
Assay codes – A = NCI-H226; B = NCI-H322M; C = NCI-H522; D = COLO 205; E = NCI/ADR-RES; F = IGROV1; G = NCI-H23; H = SK-OV-3; I = NCI-H460
Compound: Cc1cc(O)cc(-c2nn(C)cc2-c2cc(N3CCOCC3)nc(-c3cccnc3)n2)c1
  A: 37 | B: 60 | C: 13 | D: 16 | E: 46 | F: 45 | G: 56 | H: 38 | I: 12

Compound: CN(C)c1ccc(-c2c(NC(C)(C)C)nc3c(OCCc4ccccc4)cccn23)cc1
  A: 11 | B: 12 | C: 5.7* | D: -85* | E: 4.8* | F: 23 | G: . | H: 8.9* | I: 3.2*

Compound: O=C(N/N=C/c1ccncc1)c1ccc(C(F)(F)F)nc1Nc1cccc(C(F)(F)F)c1
  A: 24 | B: 8.4* | C: -9.5* | D: -3.9* | E: -11* | F: -36* | G: 21 | H: 32 | I: 14

Compound: CCOC(=O)c1nnn(-c2ccc(OC)cc2)c1-c1cc(OC)c(OC)c(OC)c1
  A: 100 | B: 101 | C: 97 | D: 118 | E: 101 | F: 108 | G: 105 | H: 116 | I: 102

Compound: CC1=NNC(=O)C1
  A: 100 | B: 93 | C: 106 | D: 143 | E: 108 | F: 111 | G: 113 | H: 113 | I: 111

Compound: COc1ccc(OC)c(N2C(=N)/C(=C3\Nc4ccccc4S3)CC2=O)c1
  A: 122 | B: 113 | C: 83 | D: 107 | E: 102 | F: 98 | G: 94 | H: 83 | I: 104

Compound: CCOC(=O)c1nc2c3ccccc3cnn2c1C(=O)c1ccc(Br)cc1
  A: 94 | B: 101 | C: 85 | D: 102 | E: 109 | F: 104 | G: 96 | H: 92 | I: 105

Compound: NS(=O)(=O)c1cccc(C(=O)Nc2ccc(F)cc2)c1
  A: 94 | B: 104 | C: 86 | D: 110 | E: 105 | F: 106 | G: 100 | H: 128 | I: 101

Compound: CN(C)C1(Cc2ccccc2)c2ccccc2-c2ccccc21
  A: 84 | B: 97 | C: 82 | D: 97 | E: 89 | F: 110 | G: 96 | H: 112 | I: 101

Compound: C/C(=N\Nc1ccccc1C(=O)O)C(=O)O
  A: . | B: 106 | C: 105 | D: 120 | E: 113 | F: 100 | G: 106 | H: 112 | I: 107

Compound: CCN(CC)Cc1cc(Nc2cc(C(F)(F)F)c(C#N)c3nc4ccccc4n23)ccc1O
  A: 16 | B: 16 | C: -55* | D: -31* | E: 6.8* | F: 29 | G: 17 | H: -11* | I: 6.2*

Compound: COCCOC(=O)Cc1ccc(OC)c(OC)c1
  A: 107 | B: 100 | C: 71 | D: 115 | E: 100 | F: 105 | G: 98 | H: 108 | I: 109

Compound: O=c1c2ccccc2nc(N/N=C/c2ccc(N3CCCCC3)cc2)n1-c1ccccc1
  A: 95 | B: 98 | C: 96 | D: 118 | E: 97 | F: 98 | G: 93 | H: 113 | I: 102

Compound: COc1cc2c(c(OC)c1OC)CCC(c1cccc(NC(=O)c3cccc(Br)c3)c1)O2 (centres undefined)
  A: 94 | B: 98 | C: 81 | D: 98 | E: 92 | F: 85 | G: 95 | H: 84 | I: 100

Compound: O=c1cc(CO)occ1O
  A: 92 | B: 102 | C: 119 | D: 107 | E: 52 | F: . | G: 77 | H: 118 | I: 124

Compound: O=C1OC(=O)C2C3CCC(O3)C12 (centres undefined)
  A: 109&128 | B: 120&92 | C: 107&96 | D: 134&94 | E: 112&99 | F: 133&92 | G: 115&101 | H: 96&106 | I: 105

Compound: CC1CCN(CN2N=C3c4ccsc4CCCC3CC2=O)CC1 (centres undefined)
  A: 96 | B: 113 | C: 106 | D: 114 | E: 104 | F: 118 | G: 95 | H: 106 | I: 103

Compound: c1ccc(Cn2c3cc4ccccc4nc3c3cccnc32)cc1
  A: 90 | B: 90 | C: 79 | D: 109 | E: 100 | F: 86 | G: 95 | H: 96 | I: 107

Compound: c1ccc(Cc2c[nH]c3ccccc23)cc1
  A: 96 | B: 90 | C: 101 | D: 104 | E: 98 | F: 96 | G: 91 | H: 111 | I: 102

Compound: Cc1cccc(OCc2ccccc2)n1
  A: 101 | B: 127 | C: 93 | D: 102 | E: 101 | F: 112 | G: 103 | H: 99 | I: 111

Compound: CN(C)C/C=C/C(=O)Nc1cn(C2CC2)c2cc(N3CCN(c4nccc(-c5nccs5)n4)CC3)c(F)cc2c1=O
  A: 91 | B: 102 | C: 99 | D: 71 | E: 81 | F: 99 | G: 97 | H: 107 | I: 103

Compound: Cn1ncc2c(=O)[nH]c(N)nc21
  A: . | B: 106 | C: 126 | D: 106 | E: . | F: 103 | G: 142 | H: 107 | I: 113

Compound: CCN(CC)CC[n+]1cc2cc(OC)c(OC)cc2c2ccc3cc4c(cc3c21)OCO4
  A: 30 | B: -16* | C: -19* | D: 14 | E: 71 | F: -44* | G: 3.5* | H: -11* | I: -66*

Compound: Cc1cc([N+](=O)[O-])c(C)cc1C(=O)O
  A: 100 | B: 93 | C: 96 | D: 108 | E: 103 | F: 110 | G: 104 | H: 99 | I: 111

Compound: O=C1CC(=O)c2ccccc21
  A: 91&106 | B: 110&101 | C: 90&94 | D: 108&119 | E: 102&175 | F: 97&72 | G: 93&135 | H: 82&92 | I: 106&106

Compound: CC1=CC(=O)C(/C(C)=N/NC(=O)c2ccccc2NC(=O)c2ccccc2)C(=O)O1 (centres undefined)
  A: 92 | B: 84 | C: 84 | D: 114 | E: 96 | F: 94 | G: 89 | H: 96 | I: 105

Compound: Nc1nn2c(-c3cc4ccccc4oc3=O)ccnc2c1N=Nc1ccc(F)cc1
  A: 116 | B: 116 | C: 110 | D: 116 | E: 115 | F: 87 | G: 102 | H: 115 | I: 120

Compound: COc1ccc(Cc2ncc(-c3ccc(N)cc3)o2)cc1OC
  A: 86 | B: 109 | C: 84 | D: 122 | E: 123 | F: 13 | G: 96 | H: 97 | I: 111

Compound: NC(N)=N/N=C(/c1ccccc1)c1ccc(F)cc1
  A: 8.1* | B: 39 | C: -45* | D: -47* | E: -37* | F: . | G: 3.8* | H: 18 | I: 6.8*

Compound: c1csc(-c2cn3ccnc3c(-c3cccs3)n2)c1
  A: 93 | B: 103 | C: 133 | D: 107 | E: . | F: 117 | G: 104 | H: 97 | I: 103

Compound: C=C(C)[C@@H]1CCC=C2CC[C@]3(C)[C@H](CC[C@@H]4[C@@]5(C)CC=CC(C)(C)[C@@H]5CC[C@]43C)[C@H]21
  A: 114 | B: 111 | C: 87 | D: 115 | E: 112 | F: 109 | G: 107 | H: 105 | I: 111

Compound: c1ccc(Cn2cc(-c3nc4ccccc4s3)c3cccnc32)cc1
  A: 92 | B: 101 | C: 88 | D: 118 | E: 99 | F: 94 | G: 97 | H: 96 | I: 102

Compound: C/C(=N\N=C(N)N)c1ccc(NC(=O)Nc2ccc(/C(C)=N/N=C(N)N)cc2)cc1
  A: 89 | B: 93 | C: 60 | D: 82 | E: 94 | F: 48 | G: 86 | H: 88 | I: 72

12 entries from above, with two lines to a compound:
Second line of a record – NCI-H226, NCI-H322M, NCI-H522, COLO 205, NCI/ADR-RES, IGROV1, NCI-H23, SK-OV-3, NCI-H460
- CC1=NNC(=O)C1
 : 100, 93, 106, 143, 108, 111, 113, 113, 111
- COc1ccc(OC)c(N2C(=N)/C(=C3\Nc4ccccc4S3)CC2=O)c1
 : 122, 113, 83, 107, 102, 98, 94, 83, 104
- CCOC(=O)c1nc2c3ccccc3cnn2c1C(=O)c1ccc(Br)cc1
 : 94, 101, 85, 102, 109, 104, 96, 92, 105
- NS(=O)(=O)c1cccc(C(=O)Nc2ccc(F)cc2)c1
 : 94, 104, 86, 110, 105, 106, 100, 128, 101
- CN(C)C1(Cc2ccccc2)c2ccccc2-c2ccccc21
 : 84, 97, 82, 97, 89, 110, 96, 112, 101
- C/C(=N\Nc1ccccc1C(=O)O)C(=O)O
 : ., 106, 105, 120, 113, 100, 106, 112, 107
- CCN(CC)Cc1cc(Nc2cc(C(F)(F)F)c(C#N)c3nc4ccccc4n23)ccc1O
 : 16, 16, -55*, -31*, 6.8*, 29, 17, -11*, 6.2*
- COCCOC(=O)Cc1ccc(OC)c(OC)c1
 : 107, 100, 71, 115, 100, 105, 98, 108, 109
- O=c1c2ccccc2nc(N/N=C/c2ccc(N3CCCCC3)cc2)n1-c1ccccc1
 : 95, 98, 96, 118, 97, 98, 93, 113, 102
- COc1cc2c(c(OC)c1OC)CCC(c1cccc(NC(=O)c3cccc(Br)c3)c1)O2 (centres undefined)
 : 94, 98, 81, 98, 92, 85, 95, 84, 100
- O=c1cc(CO)occ1O
 : 92, 102, 119, 107, 52, ., 77, 118, 124
- O=C1OC(=O)C2C3CCC(O3)C12 (centres undefined)
 : 109&128, 120&92, 107&96, 134&94, 112&99, 133&92, 115&101, 96&106, 105

Compound activity: PubChem BioAssay, NCI
